# Luciferase inh: qHTS Assay for Inhibitors of Firefly Luciferase. 72,000 tested, 2.2% active. Potency, µM (doses to about 57.1 µM), for inactives: top-dose activity change, negative = inhibition, hits mostly inhibitors. Luciferin 4-monooxygenase (Photinus pyralis), P08659. purified firefly luciferase, luminescence, 8 min. AID 411, 2009; further: potency means the concentration at half of the fitted maximal effect; on the % scale 0 is the no-effect control and ±100 the full control effect; nearly all actives have a fitted effect of over 40% in size
#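 Compounds were tested as concentration series (qHTS) against purified P. pyralis luciferase with luciferin and 10 uM ATP in 50 mM imidazole pH 7.2, 50 mM KCl, 7 mM MgCl2, 0.01% Tween 20, 0.05% BSA. Luminescence was read after 8 min at ambient temperature.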
# Rhodamine fluor: qHTS Assay for Spectroscopic Profiling in Rhodamine Spectral Region | 59,000 tested, 0.05% active | max dye-equivalent concentration, M | Rhodamine-region fluorescence, 547/598 nm, Tris buffer; hits give high values; in the data active means max dye-equivalent concentration above about 11 nM; inconclusive means between about 1.1 nM and that limit
#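 Intensities are converted to rhodamine-equivalent concentration using a six-point rhodamine standard on each plate. Compounds sit 15 min at room temperature in 100 mM Tris buffer, pH 8.0; read uses the 547/598 nm excitation/emission pair.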
# HBB splicing: qHTS Assay for Modulators of Hemoglobin Beta Chain Splicing; 65,000 tested, 0.06% active; Potency, µM (highest dose often 46.1 µM), for inactives: at the top dose activation, actives largely listed as activators; AID 925, 2007; HBB splicing reporter cell assay, activation; EGFP reporter with mutant IVS2-654 intron; response scale: normalised to 500 nM splice-correcting PNA; further: potency means the concentration at half of the fitted maximal effect; 0% is about no effect
#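 Compounds were applied for 2 days to HeLa EGFP-654 cells, 500/well in Optimem with 2% FCS. The reporter's EGFP is disrupted by mis-splicing of beta-globin intron IVS2-654. Readout: summed well GFP fluorescence from 488 nm laser scanning; reference was 500 nM antisense […] 654 PNA.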
# TexasRed autofl: qHTS Assay for Spectroscopic Profiling in Texas Red Spectral Region; Compound fluorescence, Texas Red channel, 547/618 nm; hits give high values; max dye-equivalent concentration, M; 59,000 tested, 0.06% active; in the data active means max dye-equivalent concentration above about 10 nM; inconclusive means between about 1.1 nM and that limit
#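 Dye-equivalent concentrations come from scaling compound signal (ex 547, em 618 nm) to six Texas Red standard concentrations run on every plate, after 15 min room-temperature incubation in pH 8.0 Tris (100 mM).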
# 15-hLO inh: qHTS Assay for Inhibitors of 15-hLO (15-human lipoxygenase). Polyunsaturated fatty acid lipoxygenase ALOX15 (Homo sapiens), P16050. purified 15hLO-1, xylenol orange hydroperoxide absorbance. Potency, µM (series often up to 57.1 µM), inactives show at the top dose activity change, negative = inhibition, actives largely listed as inhibitors. 74,000 tested, 1.4% active. AID 887, 2007; further: potency means the concentration at half of the fitted maximal effect; on the % scale 0 is the no-effect control and ±100 the full control effect; nearly all actives have a fitted effect of over 55% in size
#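 Hydroperoxide formed from arachidonic acid (50 uM) by purified human 15hLO-1 (40 nM) oxidizes ferrous iron, and the ferric-xylenol orange complex is read at 573 versus 405 nm. Compounds were preincubated 15 min; reaction ran 6 min at room temperature.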
# DNA Pol III inh: qHTS Assay for Inhibitors of DNA Polymerase III Holoenzyme System; reconstituted DNA polymerase III holoenzyme replication, biochemical; Potency, µM (top dose mostly 57.1 µM), for inactives: top-dose activity change, negative = inhibition; 71,000 tested, 0.25% active; further: potency means the concentration at half of the fitted maximal effect; on the % scale 0 is the no-effect control and ±100 the full control effect
#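 Reconstituted *E. coli* holoenzyme (0.35 nM Pol III, 1 nM beta, 154 nM SSB, 2 nM primase) was preincubated with compound for 15 min at RT. Synthesis on 1.4 nM ssM13Gori ran 35 min, then was stopped with PicoGreen/EDTA and read as dsDNA fluorescence.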
# Tau fil binding: qHTS Assay for Tau Filament Binding; recombinant tau filaments, thioflavin S fluorescence, 15 h; filaments grown with octadecylsulfate alongside compound; Potency, µM (top dose mostly 57.1 µM), inactives show at the top dose activity change, negative = inhibition; 71,000 tested, 2% active; AID 596, 2007;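 further: potency means the concentration at half of the fitted maximal effect; on the % scale 0 is the no-effect control and ±100 the full control effect; actives lower thioflavin S fluorescence by blocking filaments or displacing dye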
# Target sequence (P10636 whole entry, looked up): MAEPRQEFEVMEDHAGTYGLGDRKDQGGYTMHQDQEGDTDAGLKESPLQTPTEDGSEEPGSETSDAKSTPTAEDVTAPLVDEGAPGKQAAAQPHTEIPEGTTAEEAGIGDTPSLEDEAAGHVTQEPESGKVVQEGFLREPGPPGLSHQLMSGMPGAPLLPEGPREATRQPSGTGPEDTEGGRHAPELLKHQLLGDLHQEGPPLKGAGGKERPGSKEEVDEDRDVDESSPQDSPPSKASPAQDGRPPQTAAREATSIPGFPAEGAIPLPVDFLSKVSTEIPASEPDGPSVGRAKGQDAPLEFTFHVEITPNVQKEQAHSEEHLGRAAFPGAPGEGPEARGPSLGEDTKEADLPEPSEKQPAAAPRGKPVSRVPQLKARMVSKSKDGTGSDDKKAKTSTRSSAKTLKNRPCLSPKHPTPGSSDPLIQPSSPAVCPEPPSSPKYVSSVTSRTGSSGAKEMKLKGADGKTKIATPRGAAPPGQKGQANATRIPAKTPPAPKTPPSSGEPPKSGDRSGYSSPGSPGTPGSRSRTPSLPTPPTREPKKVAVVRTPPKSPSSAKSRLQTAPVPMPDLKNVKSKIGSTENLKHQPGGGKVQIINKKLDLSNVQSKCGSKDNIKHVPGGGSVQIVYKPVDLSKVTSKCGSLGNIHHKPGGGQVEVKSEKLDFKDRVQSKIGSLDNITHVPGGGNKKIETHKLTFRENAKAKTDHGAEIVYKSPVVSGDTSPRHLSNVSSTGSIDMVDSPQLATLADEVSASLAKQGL
#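 Recombinant tau protein (human, 1 uM final) plus 30 uM ODS in HEPES pH 7.4 with NaCl, DTT and thioflavine S. Compound present from the start; fluorescence at 510 nm after 15 h, 37 C.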
# CRE-bla Fsk: Cell signaling CRE-BLA (Fsk stim) | AID 662, 2007 | CHO CRE-bla reporter (cAMP response element driving beta-lactamase), forskolin EC10, beta-lactamase ratio | Potency, µM (titrated, usually from 38.2 µM), for inactives: at the highest dose activity change, negative = inhibition, most hits filed as activators | 71,000 tested, 2.5% active; active means well fitted activation curve with a large enough effect in the signal ratio, with a control signal flat, not every such curve was filed as active; inconclusive means small, poorly fitted or top-dose-only effect, or effect the other way, or a change in a side signal; the % refers to the signal ratio; further: potency means the concentration at half of the fitted maximal effect; % of control where 0% means no effect
#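 Forskolin analogue NKH 477 at EC10 stimulated CRE-driven beta-lactamase in CHO cells alongside compound dilution series. Beta-lactamase was measured with CCF4, excitation 405 nm, emission ratio 460/530 nm.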
# Hsp90 Hop PPI: qHTS Assay for Disrupters of an Hsp90 Co-Chaperone Interaction. AlphaScreen TPR2A-His6 binding biotin-Hsp90 C-terminal peptide. Potency, µM (titrated, usually from 57 µM), for the others: at the highest dose activity change, negative = inhibition. 71,000 tested, 0.44% active; active means well fitted curve in either direction with a large enough effect; inconclusive means small, poorly fitted or top-dose-only effect, or another doubt; further: potency means the concentration at half of the fitted maximal effect; on the % scale 0 is the no-effect control and ±100 the full control effect; many of its hits are not listed in these tables
# ERK AVP inh: qHTS Assay for Inhibitors of the ERK Signaling Pathway using a Homogeneous Screening Assay; 72,000 tested, 0.99% active; HEK293-V1b, vasopressin-stimulated pERK AlphaScreen; AID 995, 2007; Potency, µM (doses to about 57.5 µM), for inactives: at the highest dose activity, negative = inhibition, actives largely listed as inhibitors; further: potency means the concentration at half of the fitted maximal effect; on the % scale 0 is the no-effect control and ±100 the full control effect; nearly all actives have a fitted effect of over 55% in size
#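 qHTS, compounds titrated on V1b-expressing HEK293 cells. Preincubation 30 min at 37C, vasopressin 25 nM for 5 min, lysis 10 min, bead incubation 5 hr at room temperature.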
# HADH2 inhib: qHTS Assay for Inhibitors of HADH2 (Hydroxyacyl-Coenzyme A Dehydrogenase, Type II) | AID 886, 2007 | Potency, µM (top dose mostly 57.1 µM), for the others: at the highest dose activity change, negative = inhibition, most hits filed as inhibitors | recombinant HADH2, NADH fluorescence, beta-hydroxybutyryl-CoA | 73,000 tested, 3.4% active | 3-hydroxyacyl-CoA dehydrogenase type-2 (Homo sapiens), Q99714; further: potency means the concentration at half of the fitted maximal effect; on the % scale 0 is the no-effect control and ±100 the full control effect; nearly all actives have a fitted effect of over 60% in size; many of its hits are not listed in these tables
# Target sequence (Q99714 whole entry, looked up, one chain of several): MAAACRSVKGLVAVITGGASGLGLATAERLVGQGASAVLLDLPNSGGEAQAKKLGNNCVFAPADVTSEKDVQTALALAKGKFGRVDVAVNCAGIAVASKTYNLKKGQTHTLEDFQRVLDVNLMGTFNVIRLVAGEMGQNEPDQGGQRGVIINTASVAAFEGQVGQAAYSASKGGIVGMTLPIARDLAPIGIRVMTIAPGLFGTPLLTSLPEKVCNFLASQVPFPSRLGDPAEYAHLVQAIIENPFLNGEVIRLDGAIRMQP
#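 20 nM HADH2 + cpd, 15 min RT; add 1 mM NAD+/90 uM beta-hydroxybutyryl-CoA; kinetic fluorescence 360/450 nm, 4 min. Tris-HCl pH 9.0, 0.01% Tween-20.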
# Starred values were filed as active, the others as inactive; i = inactive; ? = inconclusive; . = not tested or not shown; [ ] = dose if it differs, or a comment. Unless noted, the call rests on the fitted dose curve; in most records, active means well fitted curve in the direction sought with a large enough effect; inconclusive means small, poorly fitted or top-dose-only effect, or another doubt; inactive means no such curve, though single readings can be large; an effect the other way counts as inactive or inconclusive.
SMILES,Luciferase inh,Rhodamine fluor,HBB splicing,TexasRed autofl,15-hLO inh,DNA Pol III inh,Tau fil binding,CRE-bla Fsk,Hsp90 Hop PPI,ERK AVP inh,HADH2 inhib
COc1ccc(CNc2ncnc3ccc(-c4cccnc4)cc23)c(OC)c1,-0.5%[2.29 µM],i,-0.2%,i,9.6%,17.7%,-3.2%,1µM*,-11.2%,?,-13.9%
Cc1oc(-c2ccc(Cl)cc2)nc1CN1CCCC(C(=O)NCc2ccccn2)C1 (stereo not given),1.9%,i,0.9%,i,3.5%,0.5%,32.1%,-19.7%,-1.0%,14.8%,0.8%
NS(=O)(=O)c1ccc(NC(=O)c2ccccc2C(=O)N2CCCCC2)cc1,-2.6%,i,.,i,-1.5%,0.3%,-3.3%,-1.4%,-0.9%,-15.5%,21.9%
CC(=O)OC[C@H]1O[C@@H](O/N=C(\C)CCN2CCCCc3nc(C)c(C)cc32)[C@H](OC(C)=O)[C@@H](OC(C)=O)[C@H]1OC(C)=O,-0.4%[11.4 µM],.,2.3%[9.22 µM],.,0.7%[11.4 µM],.,.,.,.,12.9%[11.5 µM],0.6%[11.4 µM]
Cc1ccc2[nH]c(=O)c(CN(Cc3ccccc3)Cc3nnnn3C3CCCC3)cc2c1,-21.3%,i,.,i,?,-4.7%,9.4%,-0.9%,-4.2%,-14.0%,-2.1%
CC(C)c1c(O)nc(SCCN(C)C)[nH]c1=O,3.8%,i,.,?,-3.8%,-2.7%,9.6%,-3.6%,1.1%,-2.7%,-2.7%
COC(=O)c1cccc(NC(=O)CSc2ncn[nH]2)c1,0.4%,i,-1.0%,i,4.1%,6.6%,6.3%,-8.2%,-3.4%,-17.4%,-2.1%
COc1ccc(CCNS(=O)(=O)c2cccc(S(=O)(=O)N3CCCC3)c2)cc1OC,-1.5%,i,.,i,-0.7%,-4.8%,2.7%,?,-5.1%,-17.7%,23.6%
CCOc1ccc(N2CCn3c2nc2c3c(=O)n(CCc3ccccc3)c(=O)n2C)cc1,3.1%,i,1.5%[57.5 µM],i,4.3%,1.8%,6.4%,1.3%,0.8%,-3.6%,17.0%
COc1ncc2nc(-c3cn(C)c4ccccc34)c(=O)n(-c3ccccc3)c2n1,0.7%[11.4 µM],i,1.5%,i,5.1%,-6.8%,300.5%,?,0.1%,-10.8%,3.1%
COC(=O)c1cccc(NCN2C(=O)c3ccccc3C2=O)c1,-1.5%,.,-1.0%,.,14.1%,-4.3%,-2.2%,7.8%,-7.8%,?,-1.2%
Fc1ccc(C(c2ccc(F)cc2)N2CCN(C/C=C/c3ccccc3)CC2)cc1,-0.5%[25.5 µM],i,.,i,-20.7%,.,.,.,.,-9.0%,.
COc1cccc(C(=O)NC(C)C(c2cccs2)N2CCN(C)CC2)c1 (stereo not given),0.6%,i,4.2%[0.369 µM],i,-1.5%,-6.1%,19.0%,-6.6%,-2.1%,4.5%,0.0%
CCN(CC)c1ccc(NC(=O)C2CCCN(S(=O)(=O)c3cnc[nH]3)C2)c(C)c1 (stereo not given),1.7%,.,0.3%,.,?,-1.9%,-9.1%,-10.0%,?,22.1%,-5.1%
COCC(=O)NC1CC2CCCC(C1)N2Cc1ccccc1 (stereo not given),-0.6%,i,-0.3%[57.5 µM],?,2.4%,1.2%,-1.4%,0.8%,1.4%,8.8%,0.7%
CC(=O)SCC(=O)N=c1sc2cc(F)ccc2n1C,-9.6%,i,-2.9%,i,5.8%,-0.2%,-4.2%,?,-4.8%,33.7%,-2.0%
CCc1cc2c(NCCO)ncnc2s1,-1.2%,i,.,i,0.6%,-0.3%,1.3%,-6.7%,-2.6%,-12.4%,12.2%
COc1ccc(C2CC(=O)c3cnc(N4CCN(Cc5ccccc5)CC4)nc3C2)cc1 (stereo not given),1.5%,i,-0.8%[1.84 µM],i,-21.3%,-2.4%,6.2%,?,-2.8%,-16.2%,-25.9%
Cc1ccc(-c2nnc(N3CCCCC3)c3ccccc23)cc1S(=O)(=O)N1CCN(C)CC1,2.2%,.,-0.2%[9.22 µM],.,-24.5%,2.4%,32.0%,?,-8.1%,-9.6%,-4.0%
O=C(Cn1c(NCCCO)nc2ccccc21)c1ccc(Br)cc1,1.7%,i,-0.2%,i,-1.5%,1.0%,1.2%,11.5%,-5.4%,-18.3%,6.7%
O=C(O)C1CCCN1S(=O)(=O)c1ccc(Cl)c(Cl)c1 (stereo not given),3.4%,.,-6.2%,.,-1.1%,-2.1%,-7.8%,-8.8%,0.4%,-1.5%,-7.0%
Nc1nc(N)c(N=Nc2ccc(C(=O)O)c(O)c2)c(N)n1,-1.8%[11.4 µM],i,2.0%[9.22 µM],i,-11.8%[11.4 µM],-11.8%[11.4 µM],0.4%[11.4 µM],?,-15.7%[11 µM],20.9%[11.5 µM],?
COc1cccc2cc(C(=O)n3ccc(C)n3)c(=O)oc12,-0.4%,i,2.4%,i,3.1%,-3.2%,7.1%,-0.6%,-3.6%,-5.3%,-5.0%
COc1cccc(NC(=O)CSc2nnc(Cc3cccn3C)n2-c2ccc(F)cc2)c1,0.5%,.,-0.7%,.,?,-2.0%,18.4%,-6.9%,-6.6%[2.3 µM],-17.0%,-14.5%
OCc1nc2ccccc2n1CCCOc1ccc(Br)cc1,12.6µM*,i,1.2%,i,5.8%,0.2%,51.3%,10.6%,-6.5%,?,3.0%
Cc1ccc(Cc2c(C)nc3nc(SCC(=O)NCc4ccco4)nn3c2C)cc1,-0.4%,i,-0.9%,i,-29.6%,-14.2%,-3.8%,?,-3.5%,10.7%,-18.4%
CN(CCC#N)C(=O)CSc1ncnc2sc(-c3ccccc3)cc12,-29.7%,i,-1.0%,i,10.4%,-1.8%,49.1%,?,-4.4%,?,18.5%
Cc1ccc(C)c(Cn2nnc3c(=O)[nH]c(C4CCCN(C(=O)C5CCC5)C4)nc32)c1 (stereo not given),0.0%,i,.,i,-1.7%,4.1%,22.3%,?,-7.5%,6.9%,9.7%
COc1ccc(-c2cc(C(=O)NCc3cccnc3)no2)cc1,?,i,-0.8%,i,-7.1%,-2.1%,0.8%,?,-6.4%,39.2%,38.5%[activator]
COc1ccc(NC(=O)C2CCN(C(=O)c3ccccc3)CC2)c(OC)c1,-1.9%,.,3.7%,.,12.7%,-0.7%,-13.2%,-2.1%,1.3%,-2.1%,15.3%
CCc1ccc(-c2nc(-c3ccncc3)no2)cc1,5.01µM*,.,0.6%[0.0738 µM],.,-5.9%[11.4 µM],0.6%[11.4 µM],3.0%[11.4 µM],?,14.3%[11 µM],-10.8%,2.6%[11.4 µM]
CCOc1cc(C2C(C#N)=C(N)SC(N)=C2C#N)ccc1OCCN1CCOCC1,-5.6%,i,?,i,?,-6.2%,-10.4%,?,-14.4%,-13.4%,3.98µM*
NCCC[C@@H](CC(=O)N[C@@H]1CCNC[C@H]1C(=O)N[C@H](CC(=O)N[C@@H](CCC(=O)O)CC(=O)O)Cc1c[nH]c2ccccc12)NC(=O)C[C@H](CO)NC(=O)[C@@H]1CNCC[C@H]1N,.,.,2.5%,.,.,-5.8%,-13.4%,-11.4%,-11.0%,.,-3.4%
CC1CCCC(C)N1C(=O)CSc1nc2ncnc(N)c2[nH]1 (stereo not given),-0.6%,i,1.9%,?,1.3%,0.4%,14.9%,28.7%,-0.4%,-1.3%,?

# Assay outcomes deposited in PubChem by National Center for Advancing Translational Sciences (NCATS).

# These rows are one share of the data; rates above refer to the full screens.
